GLS inhibitor: inhibitors of human glutaminase (GLS); GLS enzymatic activity, qHTS titration; hit rate 0.21% among 410,000; Potency, µM (top dose mostly 45.5 µM), without a hit: top-dose activity change, negative = inhibition, actives largely listed as inhibitors; O94925; active = well fitted inhibition curve with a large enough effect; inconclusive = small, poorly fitted or top-dose-only effect, or another doubt; inactive = no such curve, though single readings can be large or run the other way; also: potency is read from the fitted curve at half-maximal effect
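Assay buffer: 45 mM KH2PO4 pH 8.2, 0.02% Tween-20. hKGA acts on L-glutamine (1 mM solution added); product glutamate is reported by an oxidase/peroxidase Amplex Red coupling, with fluorescence taken at baseline and 30 min.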
PI4K2A inh: blocks human PI4K2A kinase activity; Q9BTU6; purified PI4K2A, ADP-Glo luminescence, 1 h; stronger effect = lower value; activity change, negative = inhibition, % at 76.9 µM; hit rate 0.13% among 420,000; AID 1346378; in the data active = activity change below about -50%; inconclusive = mostly about -30% to -49%;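 also: -100% = wells without enzyme as full effect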
Target sequence (Q9BTU6 whole entry, looked up): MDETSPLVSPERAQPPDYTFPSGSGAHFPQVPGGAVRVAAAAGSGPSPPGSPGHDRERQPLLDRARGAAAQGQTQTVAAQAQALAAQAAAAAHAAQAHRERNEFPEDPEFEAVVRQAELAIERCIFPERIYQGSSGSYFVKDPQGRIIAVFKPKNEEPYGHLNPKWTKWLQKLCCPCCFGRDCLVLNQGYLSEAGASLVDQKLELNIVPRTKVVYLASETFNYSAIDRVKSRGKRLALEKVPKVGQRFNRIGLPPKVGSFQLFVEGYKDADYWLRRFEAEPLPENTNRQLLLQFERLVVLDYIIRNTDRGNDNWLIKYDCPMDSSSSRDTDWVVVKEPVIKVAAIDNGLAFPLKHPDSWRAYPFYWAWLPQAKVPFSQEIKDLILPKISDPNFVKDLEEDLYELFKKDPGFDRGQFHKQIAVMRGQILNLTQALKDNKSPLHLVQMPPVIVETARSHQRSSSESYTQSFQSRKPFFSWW
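Compounds are screened against recombinant PI4K2A using PI as substrate and ATP, the latter dispensed at 300 microM. Reactions run one hour at ambient temperature before ADP-Glo detection; full inhibition defined by wells lacking enzyme.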
The depositor's hits bear a star; ? = inconclusive; [ ] = remark or other dose. Unless noted, % is scaled to controls: 0 for no effect and ±100 for the full control effect. This is a subset; count on the stated rates, not on these rows.

SMILES | GLS inhibitor | PI4K2A inh
CCCC[C@@H]1CC2=C(C(=O)OC(C)(C)O2)[C@@H](c2ccc(F)cc2)O1 | -9% | 4
COCCN1C(=O)CCC1(C)C(=O)NC1CCCCC1 (stereo not drawn) | -6% | -4
COc1ccc(S(=O)(=O)N2C[C@H]3CON(C)[C@H]3C[C@H]2c2ccc(-c3cccc(F)c3)cc2)cc1 | 0% | -2
CC(C)C[C@@H](CN1CCC[C@H]1CN1C(=O)C(=O)NC[C@@H]1Cc1ccccc1)N1C[C@H](Cc2ccc(O)cc2)N(CCc2ccccc2)C(=O)C1=O | 18% | 0
COc1ccc(C(=O)N2CCCC2(C)C(=O)O)cc1C(F)(F)F (stereo not drawn) | 10% | -5
COc1ccccc1-c1cnc(C(O)c2cc(C)c(OC)c(C)c2)[nH]1 (stereo not drawn) | -3% | 0
Cc1cccc(C)c1-n1nnnc1C(c1ccnc2ccccc12)N1CCCN(C(=O)OC(C)(C)C)CC1 (stereo not drawn) | -4% | -2
O=Cc1ccc(N2CCN(S(=O)(=O)c3ccc4c(c3)CC(=O)N4)CC2)cc1 | -7% | -56*
CCCCCCn1cc(CN2CC(N3CCN(C4CCN(C)CC4)CC3)CS2(=O)=O)nn1 (stereo not drawn) | 3% | -3
C[N+](C)(C)CCNC(=O)c1c[nH]c2ccccc12 | -13% | 3
O=Cc1ccc(-c2c(-c3ccccc3)oc3c2C(OCCCCO)CCC3)o1 (stereo not drawn) | 24% | -1
OC(c1ccccc1)c1ncc(-c2ccccc2Cl)[nH]1 (stereo not drawn) | 12% | 1
Cc1ccc2nc(C(C)(C)C)c(Cc3cccc(Cl)c3)n2c1 | 3% | -11
O=C(Nc1ccc(F)c(Cl)c1)c1cc(C2CCCN(S(=O)(=O)c3cccs3)C2)on1 (stereo not drawn) | 5% | 2
CCOC(=O)C1(C)CCCCCN1C(=O)c1ccc(OC)cc1 (stereo not drawn) | 2% | 0
Cc1cncc(NCc2ccc3c(c2)OCO3)n1 | -5% | 3
COc1cc(Nc2ncc3c(n2)CCN(C(=O)Nc2ccc(C(C)C)cc2)C3)cc(OC)c1OC | 2% | -2
COCCNc1nc(NCC2CCCCC2)c2sc(-c3ccccc3)cc2n1 | -8% | 6
Cc1noc(C)c1-c1ccc(C(=O)NCC(C)C)c2occc12 | 8% | -3
CC(C)Oc1cccc(NC(=O)C2(C)CCCN2C(=O)C(C)C)c1 (stereo not drawn) | 0% | 1
CCn1nccc1NC(=O)c1csc([C@@H]2C[C@H](O)[C@@H](CO)O2)n1 | -1% | -4
O=C1NC[C@@H](CCCCN2C[C@H](Cc3ccccc3)N(Cc3ccccc3)C(=O)C2=O)N(CC2CCCCC2)C1=O | -8% | 3
COc1cc(CNC(=O)Nc2nc(C(N)Cc3ccc(C(F)(F)F)cc3)cs2)cc(OC)c1OC (stereo not drawn) | 8% | -2
CCc1nc2c(OCCOc3ccccc3)cccn2c1N(C)C(=O)c1ccc(C)cc1 | 5% | -5
c1cc(-c2ccsc2)n2cnnc2c1 | 14% | 0
Cc1c(C(=O)NCCC#N)sc(=O)n1Cc1ccccc1F | -2% | 0
CC(C)C(N)c1csc(Nc2ccc(C(=O)c3ccccc3)cc2)n1 (stereo not drawn) | 16% | -1
COc1ccc(C(C)=O)cc1Cn1c(C)c(C(=O)NCCC#N)sc1=O | 1% | 0
Cc1ccc(CNC(=O)Nc2nnc([C@H]3C[C@H](O)[C@@H](CO)O3)s2)cc1 | 7% | -1
CC(C)(C)NC(=O)C1(C)CCC(=O)N1CC(F)(F)F (stereo not drawn) | 4% | 3
O=C1NC[C@H](CC2CCCCC2)N(CCc2cccc3ccccc23)C1=O | -2% | 6
COc1cccc(CNc2nc3cc(-c4ccc(OC)c(OC)c4)sc3c(=O)n2C)c1 | 16% | -4
COc1ccc(C(C)(O)c2nc(-c3ccccc3C)cs2)cc1 (stereo not drawn) | -13% | 1
Cc1cn([C@H]2C[C@H](O)[C@@H](CCC(=O)NCCc3ccc4ccccc4c3)O2)c(=O)[nH]c1=O | 12% | 0
Cc1ccccc1-c1nc(NCC2CC2)nc2ccsc12 | 1% | -1
CN(C(=O)CN1CCN(c2cc(-c3cccc4oc5ccccc5c34)ncn2)CC1)c1ccccc1 | 11% | 4
O=C(OCC(O)C1OC(c2ccccc2)OC(COC(=O)c2ccccc2)C1O)c1ccccc1 (stereo not drawn) | 5% | -1
COc1ccc(-c2[nH][nH]c(=O)c2NC(=O)c2ccc(C)cc2)cc1 | 38%[activator] | -29
O=C1C=CC(=NN=C(c2ccccc2)c2ccccc2)C=C1 | 6% | 7
CCC(CC)C(=O)N(C)c1c(C)nc2c(OCC3CCCCC3)cccn12 | 1% | -1
CCc1nc2ccc(C(=O)N(C)Cc3ccco3)cn2c1N(CC)C(=O)NCCc1ccccc1 | -3% | 0
CCOC(=O)C1=CCN(S(=O)(=O)c2ccccc2C)C1c1cccc(Br)c1 (stereo not drawn) | 11% | 1
CCCc1nc2ccc(Br)cn2c1Cc1ccccc1 | 3% | -19
CCCNC(=O)C1(C)CCCN(C(=O)c2ccc3ccccc3c2)C1 (stereo not drawn) | 0% | 1
CC(O)(c1cccc(F)c1)c1nc(-c2cccc3cccnc23)cs1 (stereo not drawn) | 2% | 2
CCOC(=O)[C@]12CCC=C1N(Cc1ccccc1)C(=O)[C@H](CC(=O)N1CCN(C(=O)c3ccco3)CC1)C2 | -10% | -4
O=C1NC[C@H](Cc2ccc(O)cc2)N(C[C@@H]2CCCN2C[C@H](Cc2ccc(O)cc2)N2C[C@H](Cc3ccccc3)N(CC3CCCCCC3)C(=O)C2=O)C1=O | 33%[activator] | 6
CCCNC(=O)c1cc(C2CCCCN2S(=O)(=O)c2cn(C)cn2)on1 (stereo not drawn) | 8% | -1
FC(F)C(F)(F)Oc1cccc(Nc2nccn3c(-c4cccc5ccccc45)cnc23)c1 | -1% | -5
CC(=O)Nc1cccc(-c2csc(C(NC(C)=O)c3ccc(F)c(F)c3)n2)c1 (stereo not drawn) | 7% | -1

Other structures follow:
SMILES | GLS inhibitor | PI4K2A inh
O=C(Nc1ccc(N2CCOCC2)cc1)c1csc([C@H]2C[C@H](O)[C@@H](CO)O2)n1 | 36%[activator] | 2
CCOC(=O)[C@]12CCC=C1N(Cc1ccc(Cl)cc1Cl)C(=O)[C@H](CC(=O)NCc1ccccc1)C2 | 2% | -6
COc1ccc(C(N)c2csc(Nc3nncc4ccccc34)n2)cc1 (stereo not drawn) | ? | -6
Cc1nc(NC(=O)C(C)(C)C)sc1C(=O)Cn1cc(CCc2ccccc2)nn1 | 7% | -2
CCOc1ccc(C(CN2CCOCC2)C(C)=O)cc1OC (stereo not drawn) | 5% | 16
CC(C)C[C@H]1CN([C@@H](CC(C)C)CN2CCC[C@@H]2CN2C(=S)NC[C@@H]2Cc2ccc(O)cc2)C(=S)N1CC1CCCCC1 | 17% | -5
CCOC(=O)C1=CCN(S(=O)(=O)c2ccccc2)C1c1ccc(C)cc1 (stereo not drawn) | 12% | 0
CCCn1cnnc1CNC(=O)[C@H]1O[C@@H](n2ccc(N)nc2=O)[C@H](O)[C@@H]1O | 1% | -1
CC1(C(=O)NS(=O)(=O)c2ccc(Cl)s2)CCN1C(=O)c1ccccc1CCc1ccccc1 (stereo not drawn) | 21% | 1
CCc1nc2c(OCc3ccc(Cl)cc3)cccn2c1N(C)C(=O)c1ccc2c(c1)OCO2 | -4% | 0
CC1(Oc2cccc(F)c2)CCN(Cc2ccccc2OC(F)F)C1 (stereo not drawn) | 11% | -1
O=C1NC[C@H](CCCCN2C[C@H](Cc3ccccc3)N(CCc3ccccc3)C(=O)C2=O)N(CCC2CCCCC2)C1=O | 6% | -5
COc1cc(NC(=O)CC[C@H]2O[C@@H](n3cnc4c(NC(=O)c5ccccc5)ncnc43)[C@H](O)[C@@H]2O)cc(OC)c1OC | 0% | -7
Cn1c(=O)c2cc(NC(=S)NC3CCCCC3)ccc2n1Cc1ccc(F)cc1 | 26% | -3
COc1ccccc1-c1ccc2c(c1)C(C)(Cc1ccc(Cl)cc1)C(=O)N2 (stereo not drawn) | 1% | -2
CCc1nc2c(OCCC3CCCCC3)cccn2c1N(C)C(=O)C1CC1 | 1% | -7
CCc1nc2ccc(C(=O)NCCOc3ccc(OC)cc3)cn2c1N(C)C(=O)C1CCCCC1 | -1% | 0
CCC(CO)Nc1ccn2nc(-c3cccs3)cc2n1 (stereo not drawn) | 8% | 1
CCCNC(=O)C1(C)CCCN(C(=O)c2ccc3sccc3c2)C1 (stereo not drawn) | -8% | 2
COc1cc(CN2C[C@@H](CO)O[C@@H](n3cnc4c(NCCN(C)C)ncnc43)C2)cc(OC)c1OC | 3% | 3
Cc1ccsc1C(=O)N1CCC1(C)C(=O)NS(=O)(=O)c1ccccc1 (stereo not drawn) | -2% | -6
CC(O)(c1ccc(F)c(F)c1)c1nc(-c2ccc(S(C)(=O)=O)cc2)cs1 (stereo not drawn) | 1% | 1
CCCC(C)(C)C(=O)N1CCC1(C)C(=O)NS(=O)(=O)c1ccccc1Cl (stereo not drawn) | -1% | 0
Cc1ccccc1-c1cnc(C(O)c2ccc(Cl)c(F)c2)[nH]1 (stereo not drawn) | 1% | -5
Clc1cccc(CNc2ccn3nc(-c4cccs4)cc3n2)c1 | 17% | -3

Some values from the entries so far.
Reading of Cc1ccsc1C(=O)N1CCC1(C)C(=O)NS(=O)(=O)c1ccccc1 (stereo not drawn) under GLS inhibitor: -2%
Reading of COc1cc(CN2C[C@@H](CO)O[C@@H](n3cnc4c(NCCN(C)C)ncnc43)C2)cc(OC)c1OC under PI4K2A inh: 3
Reading of CC(O)(c1ccc(F)c(F)c1)c1nc(-c2ccc(S(C)(=O)=O)cc2)cs1 (stereo not drawn) under PI4K2A inh: 1
Reading of CCOC(=O)C1=CCN(S(=O)(=O)c2ccccc2)C1c1ccc(C)cc1 (stereo not drawn) under GLS inhibitor: 12%

Later entries:
SMILES | GLS inhibitor | PI4K2A inh
CCCNC(=O)C1(C)CCCN(C(=O)c2cc3ccccc3s2)C1 (stereo not drawn) | 0% | 6
COc1ccc(Cc2c(C(C)(C)C)nc3ccc(Cl)cn23)c(C)c1 | 0% | -2
CC1(C(=O)NCc2cccc(C(F)(F)F)c2)CCN1Cc1ccc(-c2ccccc2)o1 (stereo not drawn) | -3% | -6
COc1ccc(-c2cc3c(c4c2ccn4C)C2CCC3C2)cn1 (stereo not drawn) | 6% | -4
CCOC(=O)C1=CCN(S(=O)(=O)c2ccc(F)cc2)C1c1ccc(C)cc1 (stereo not drawn) | 0% | 0
Cn1c(NCc2cccnc2)nc2cc(-c3ccc(F)cc3)sc2c1=O | ? | -1
CCc1nc2ccc(C(=O)N3CCN(C(=O)c4ccco4)CC3)cn2c1N(C)Cc1ccc(OC)cc1 | 27% | 3
CCCCNC(=O)C[C@@H]1C[C@@]2(C(=O)OC)CCCCC=C2N(Cc2ccccc2)C1=O | -5% | -5
Cn1c(OCC2CCCO2)nc2cc(-c3ccccc3)sc2c1=O (stereo not drawn) | 6% | 4
COc1ccc(-c2csc(C(C)(O)c3ccc(F)c(F)c3)n2)cn1 (stereo not drawn) | 2% | 0
CC1(c2nnnn2Cc2ccccc2)CCC(=O)N1CCCN1CCOCC1 (stereo not drawn) | 7% | -1
CC1=C(C(=O)N2CCCCCC2)CC(CC(=O)NCCCCc2ccccc2)C(=O)N1CCC1=CCCCC1 (stereo not drawn) | -6% | 3
O=C(NCc1ccco1)c1ccc(-c2ccc3nccn3c2)cc1 | 2% | -13
CC(C)C[C@H]1CNC(=O)C(=O)N1C[C@@H]1CCCN1C[C@H](CC(C)C)N1C[C@H](Cc2ccc(O)cc2)N(CCc2ccccc2)C(=O)C1=O | 20% | -6
CCCS(=O)(=O)NC(=O)C1(C)CCN(C(=O)c2cncc(Br)c2)C1 (stereo not drawn) | 5% | -1
CCc1nc2c(OCc3cc(Cl)cc(Cl)c3)cccn2c1N(C)C(=O)Nc1ccccc1OC | -16% | 2
COC(=O)[C@]12CCCCC=C1N(Cc1ccco1)C(=O)[C@H](CC(=O)NCc1ccc(C)o1)C2 | -1% | 1
C[C@@H](CO)NC(=O)[C@H]1O[C@@H](n2cnc3c(N)ncnc32)[C@H](O)[C@@H]1O | 6% | 1
Clc1cccc(-c2cccc3nccn23)c1Cl | 23% | -6
O=C(NCc1ccccc1)c1ccc([N+](=O)[O-])cc1 | 3% | 1
Cc1nc2c(OCc3ccc(C#N)cc3)cccn2c1N(C)Cc1cccs1 | 27% | -5
Cc1cccc(C)c1NC(=O)C(c1ccccc1)N1CCN(c2ccc(C(F)(F)F)cn2)CC1 (stereo not drawn) | -12% | 2
COc1cc(CNc2ncnc3c2ncn3[C@H]2CN(Cc3ccc(C(=O)O)cc3)C[C@@H](CO)O2)cc(OC)c1OC | 1% | 4

Another view of part of the listing above.
| GLS inhibitor | PI4K2A inh | molecule |
| --- | --- | --- |
| 0% | 0 | CCOC(=O)C1=CCN(S(=O)(=O)c2ccc(F)cc2)C1c1ccc(C)cc1 (stereo not drawn) |
| ? | -1 | Cn1c(NCc2cccnc2)nc2cc(-c3ccc(F)cc3)sc2c1=O |
| 27% | 3 | CCc1nc2ccc(C(=O)N3CCN(C(=O)c4ccco4)CC3)cn2c1N(C)Cc1ccc(OC)cc1 |
| -5% | -5 | CCCCNC(=O)C[C@@H]1C[C@@]2(C(=O)OC)CCCCC=C2N(Cc2ccccc2)C1=O |
| 6% | 4 | Cn1c(OCC2CCCO2)nc2cc(-c3ccccc3)sc2c1=O (stereo not drawn) |
